14-3-3 Bad inh: disrupts binding of bovine 14-3-3 zeta to phospho-Bad peptide; inhibition, % at 21.7 µM; AID 781; P63103; TR-FRET 14-3-3zeta/Dy647-pBad peptide displacement, 1 h; hit rate 0.71% among 220,000;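 active means inhibition above about 70%, limit read from the data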;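 further: 0% = full 14-3-3 plus peptide FRET controls and 100% = background without 14-3-3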
PGE2 EP2 inh: inhibitors of human EP2 prostaglandin E2 receptor; inhibition, % at 25 µM; C6 glioma cells expressing human EP2, cAMP TR-FRET; cells stimulated with saturating PGE2; hit rate 0.52% among 260,000;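 active means percent inhibition above 40 after rounding to a whole number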;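 further: rat C6 glioma host cells with rolipram phosphodiesterase inhibitor present; the protocol text gives 20 µM as final concentration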
L929 necroptosis: blocks zVAD induced death of L929 cells; AID 1377; hit rate 0.38% among 220,000; L929 zVAD necroptosis rescue, ATP luminescence, 24 h; with zVAD 60 µM; viability rescue, % at 10 µM;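 active means activation, scaled between plate controls, above about 75%, limit read from the data; inactive means activation under that limit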;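 further: 0% = zVAD with DMSO and 100% = DMSO alone without zVAD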
eIF4E 4G PPI: blocks eIF4E binding to eIF4G; P63073+Q04637; hit rate 0.37% among 220,000; AID 782; TR-FRET eIF4E-eIF4GI(517-606) binding, 2 h; inhibition, % at 21.7 µM;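 active means inhibition above about 30%, limit read from the data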;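 further: 0% = full FRET control wells and 100% = background wells lacking eIF4GI fragment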
EP2 mod: modulators of human EP2 prostaglandin E2 receptor; P43116; EP2-expressing cells, cAMP HTRF FRET, PGE2 co-stimulation; induction, % at 25 µM; hit rate 0.83% among 260,000;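 active means compounds whose cAMP rise, as percent of the full-agonist control response, exceeds 60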;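 further: rat C6 glioma line stably carrying human EP2 under a CMV promoter; the protocol text gives 20 µM as final concentration; 100% = response of wells given 1 µM PGE2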
Tb hexokinase: blocks Trypanosoma brucei hexokinase 1 activity. recombinant TbHK1, G6PDH-coupled NADH A340. inhibition, % at 10 µM. hit rate 0.11% among 220,000;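 active means inhibition of 50% or more in the single-dose primary screen; inactive means inhibition below 50%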
Rad51 HR inh: blocks human Rad51 in homologous recombination; AID 1385; hit rate 0.085% among 200,000; inhibition, % at 10 µM; hRad51 DNA strand exchange, fluorescence dequenching; Q06609;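 active means inhibition above 40% at the single screening dose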;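 further: 0% = DMSO control wells and 100% = blanks with heterologous ssDNA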
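material = hRad51 filaments on single-stranded DNA | timing = filaments 15 min 37 °C, then compound 30 min | signal = FRET fluorescence dequenching, excitation 485 nm, emission 520 nm | benchmarks = control wells and blank wells on each plate | evaluation = percent inhibition relative to plate controls and blanks | compound = 10 µM final, single point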
Hck Nef HTS: human Hck-Nef kinase inhibition; Recombinant Hck-YEEI plus Nef, Z-Lyte FRET kinase assay; P08631; inhibition, % at 20 µM; hit rate 0.68% among 220,000; AID 463187;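 active means Hck-Nef kinase inhibition above about 50%, limit read from the data; inactive means inhibition below that limit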;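 further: 0% = DMSO with Hck plus Nef and 100% = Hck alone without Nef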
Calpain2 inh: blocks pig calpain II enzyme activity. purified calpain II, fluorogenic peptide substrate, 30 min. inhibition, % at 16 µM. hit rate 0.37% among 220,000. AID 1236;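 active means inhibition above about 50%, limit read from the data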
* marks the source's active call; other numbers are inactive results; . = no result given; & = joins results of further samples; [ ] = dose if it differs, or a comment. Only part of the results is shown; rates above refer to the full screens.

1. Cc1nc(C)c2c(c1C(F)(F)F)-c1ccccc1C2(F)F
2. Cc1nc2ccc(S(=O)(=O)NCC(=O)O)cc2s1
3. COc1ccc(CC(=O)OCC(=O)Nc2cccc(Br)c2)cc1
4. Cc1cc(-c2c(C)[nH]n(-c3ccccc3)c2=O)n(-c2ccccc2)n1
5. COc1ccc(CCNC2CC(=O)N(CCc3ccccc3)C2=O)cc1 (stereo not drawn)
6. O=C(CSCC(=O)NC1CC1)Nc1ccccc1
7. Cc1ccc(SCc2ccc(C(=O)NCc3ccncc3)cc2)cc1
8. CC1CN=C(N(C(=O)Nc2ccccc2)C(C)C)S1 (stereo not drawn)
Compound,1,2,3,4,5,6,7,8
EP2 mod,19,0,-3,18,-42,8,-7,49
L929 necroptosis,0.0,0.3,0.0,0.4,-0.5,1.2,0.0,-0.1
14-3-3 Bad inh,-2[fluorescence artefact?],6[fluorescence artefact?],6,-8[fluorescence artefact?],6,4[fluorescence artefact?],-12,-6
Rad51 HR inh,5,3,3,2,-1,-1,4,1
eIF4E 4G PPI,5,2,3,-3,-8,0,1,0
Hck Nef HTS,-1,0,6,0,2,1,8,0
Calpain2 inh,-43,11,22,3,-32,-40,-21,24
Tb hexokinase,0,-2,3,3,-5,1,2,4
PGE2 EP2 inh,6,8,8,14,4,6,5,6

9. Cc1ccc(C(=O)CSc2nnc(COc3cccc4cccnc34)o2)cc1
10. O=C(NCCc1ccncc1)c1ccccc1F
11. O=C(N/N=C/c1ccc(-c2cccc(C(F)(F)F)c2)o1)c1cccc(F)c1
12. NC(=S)NNC(=O)Nc1cccc(Cl)c1
13. Cn1nc(C(=O)Nc2cccc(S(N)(=O)=O)c2)c2ccccc2c1=O
14. Cn1nc(C(=O)OCc2ccccc2F)c2ccccc2c1=O
15. NNC(=O)CNC(c1ccccc1)c1cc(Br)ccc1NC(=O)c1ccc(Br)cc1 (stereo not drawn)
16. Clc1ccc(C2CC(c3cccs3)n3ncnc3N2)cc1Cl (stereo not drawn)
Compound,9,10,11,12,13,14,15,16
EP2 mod,-16,14,-13,19,-15,-26,9,-5
L929 necroptosis,-0.3,-0.1,2.6,0.1,-0.6,-0.4,0.3,-0.3
14-3-3 Bad inh,9,1,6,2[fluorescence artefact?],2,-1,3,1
Rad51 HR inh,-1,-6,3,-3,18,-7,-74,2
eIF4E 4G PPI,0,61*,-6,3[fluorescence artefact?],2,4,1,3
Hck Nef HTS,2,0,1,0,7,11,3,6
Calpain2 inh,11,-17,-115,15,8,16,-5,-14
Tb hexokinase,1,0,-4,-3,2,10,-5,5
PGE2 EP2 inh,7,3,16,7,13,3,10,10

17. CSc1cccc(NC(=O)C2CCCN(S(=O)(=O)c3cnc[nH]3)C2)c1 (stereo not drawn)
18. CCC(C)NCCOCCSc1ccc(Cl)cc1 (stereo not drawn)
19. COc1ccc(N2CCN(C(=O)CCNC(=O)Cn3ccc4ccccc4c3=O)CC2)cc1
20. COc1cccc(OC)c1C(=O)NC(=S)NNC(=O)[C@H]1C[C@@H]1c1ccccc1
21. COc1cccc(NC(=O)CCN2C(=O)c3ccccc3S2(=O)=O)c1
22. COc1ccc(NC(=O)CN2CCC3(O)CCCCC3C2c2cc(OC)ccc2OC)cc1 (stereo not drawn)
23. O=C(NC1CCCCC1)NC1CC2CCC(C1)N2C(=S)NCc1ccco1 (stereo not drawn)
24. CCOC(=O)c1c(N)c(C#N)c2n1CCCC2
Compound,17,18,19,20,21,22,23,24
EP2 mod,2,-3,-31,9,-9,-12,20&9,22
L929 necroptosis,6.2,-0.3,-1.2,-0.9,0.0,0.2,-0.3,0.1
14-3-3 Bad inh,5[fluorescence artefact?],52,55,-10,7[fluorescence artefact?],-9,-6,-6
Rad51 HR inh,1,-11,-7,5,-4,8,-12,6
eIF4E 4G PPI,1[fluorescence artefact?],-5,78*,1,2[fluorescence artefact?],2,1,4
Hck Nef HTS,2,2,-13,5,0,1,0,2
Calpain2 inh,7,-1,-30,-30,-32,-6,18,-6
Tb hexokinase,-2,8,8,-21,-2,-6,0,-1
PGE2 EP2 inh,20,6,9,9,5,2,9&11,11

25. Cn1c(COc2ccc([N+](=O)[O-])cc2)nnc1SCC(N)=O
26. O=C(Nc1cccc(C(F)(F)F)c1)c1cc2ncc(Br)cn2n1
27. CC1=NNC(=O)C1CCC(=O)N/N=C/c1ccc(C)cc1 (stereo not drawn)
28. CCn1c(SC(C)C)nnc1C1CCN(S(=O)(=O)c2ccc(OC)cc2)CC1
29. O=C1C2C3c4ccccc4C(c4ccccc43)[C@@H]2C(=O)N1c1nc(-c2ccccc2)cs1 (stereo partly drawn)
30. Cc1nn(-c2ccc3nnc(Br)n3n2)c(C)c1Br
31. O=c1/c(=C/c2ccccn2)sc2n1CN(c1ccccc1)CN=2
32. O=C1COC(c2ccccc2)C2CCCCN12 (stereo not drawn)
Compound,25,26,27,28,29,30,31,32
EP2 mod,14,1,-2,9,12,39,-2,19
L929 necroptosis,3.3,0.4,-0.3,-0.5,0.4,-0.2,-0.2,0.9
14-3-3 Bad inh,-1,1,-4,-13[fluorescence artefact?],-5,1[fluorescence artefact?],-13[fluorescence artefact?],-1
Rad51 HR inh,-7,1,23,0,10,4,-8,6
eIF4E 4G PPI,3,-10,4,-10,-4,-9[fluorescence artefact?],-10[fluorescence artefact?],4[fluorescence artefact?]
Hck Nef HTS,20,1,2,0,6,1,-3,-4
Calpain2 inh,-37,-55,-3,-3,-32,-3,20,7
Tb hexokinase,-11,-8,-6,3,-5,-1,-23,-1
PGE2 EP2 inh,4,8,4,6,7,17,12,10

33. COc1ccc(OC)c(NC(=O)COC(=O)/C=C/c2c(C)nn(C3CCS(=O)(=O)C3)c2Cl)c1 (stereo not drawn)
34. Cc1ccccc1-n1c(=O)cc(NCc2ccc3c(c2)OCO3)[nH]c1=O
35. COc1ccc(/C=C/C(=O)c2cc3c(cc2N)OCO3)cc1
36. CC(C)NC(=O)COC(=O)c1ccc(S(=O)(=O)N2CCCC2)cc1
37. CC(C)Oc1nc(-c2ccccc2O)nc2ccccc12
38. COc1ccc(NC2=CC(c3cccc(OC)c3)N(c3ccc(OC)cc3)C2=O)cc1 (stereo not drawn)
39. Cc1nc2sccc2c(=O)n1-c1cccc(Cl)c1
40. COc1ccc2cc3c(N)nn(C(=O)c4ccc(F)cc4)c3nc2c1
Compound,33,34,35,36,37,38,39,40
EP2 mod,-4,14,-20,16,80*,13,26,-3
L929 necroptosis,0.1,-0.1,0.9,0.7,2.1,0.6,0.1,1.8
14-3-3 Bad inh,-7,3,-19,-21,7,-8,-6[fluorescence artefact?],0
Rad51 HR inh,11,-2,-32,30,-10,2,3,1
eIF4E 4G PPI,-2,0,1,-4,-2,3[fluorescence artefact?],0[fluorescence artefact?],5
Hck Nef HTS,-1,1,23,-4,-1,0,-1,11
Calpain2 inh,-110,13,-35,-33,31,-58,-2,-11
Tb hexokinase,-8,-6,-10,0,-13,-11,-8,-15
PGE2 EP2 inh,8,3,6,9,10,6,7,5

41. FC(F)Oc1ccc(/C=N/c2c(-c3ccc(OC(F)F)cc3)nc3n2CCS3)cc1
42. O=C(c1cccc([N+](=O)[O-])c1)N1CC2C3C=CC(C3)C2C1 (stereo not drawn)
43. Cc1ccc(C(=O)NCCn2ccc3ccccc32)cc1[N+](=O)[O-]
44. O=C1CCCC(O)=C1N=Nc1cccc(C(=O)O)c1
45. O=S(=O)(c1ccccc1)c1nc(-c2cccs2)oc1NCCCn1ccnc1
46. CCOC(=O)c1c(NC(=O)C2CCCO2)sc(C(=O)OC(C)(C)C)c1C (stereo not drawn)
47. COc1ccc(OC)c(N(CC(=O)Nc2ccccc2C(=O)NCc2ccco2)S(C)(=O)=O)c1
48. COc1cc(/C=N/NC(=O)CC#N)cc(Br)c1O
Compound,41,42,43,44,45,46,47,48
EP2 mod,10,14,-71,0,-5,23,36,-8
L929 necroptosis,-0.9,61,2.5,1.7,-0.8,-0.3,0.0,-0.4
14-3-3 Bad inh,-8,-14,-13,48,-5,31,-6,-13
Rad51 HR inh,-5,4,-1,2,.,10,3,.
eIF4E 4G PPI,3,2,1,7,-1,0,-4,4
Hck Nef HTS,3,24,15,28,7,68*,8,19
Calpain2 inh,-13,-31,3,-22,-3,-94,-20,-70
Tb hexokinase,-11,-4,4,-6,-21,-6,-6,-49
PGE2 EP2 inh,10,18,7,5,8,11,7,2

49. Fc1ccc(-c2cnc[nH]2)cc1
50. COc1ccc(CCNc2c([N+](=O)[O-])c(=O)oc3ccccc23)cc1OC
51. Cc1cc(C)nc(/N=C2\NC(=O)CC(C(=O)O)N2c2ccc(Cl)cc2)n1 (stereo not drawn)
52. CC1(NC(=S)Nc2ccc(NC(=S)NC3(C)CCS(=O)(=O)C3)cc2)CCS(=O)(=O)C1 (stereo not drawn)
53. Cc1cc(C(=O)CSc2n[nH]c(N)n2)c(C)n1-c1cccc(F)c1
54. COc1ccc(-c2ncccc2O)cc1
55. Cc1ccccc1NC(=O)c1ccc(CN2CCc3ccccc3C2)cc1
56. Cc1cc(OCCCCNC(C)C)cc(C(C)C)c1
Compound,49,50,51,52,53,54,55,56
EP2 mod,3,1,7,12,7,-27,-51,-24
L929 necroptosis,0.4,-0.1,2.6,0.6,0.7,0.4,-0.3,0.1
14-3-3 Bad inh,-11,6[fluorescence artefact?],-3[fluorescence artefact?],0,-4,-1,-7[fluorescence artefact?],-11
Rad51 HR inh,12,-5,-5,20,3,-4,1,.
eIF4E 4G PPI,-1,0,2[fluorescence artefact?],4,-8,-4[fluorescence artefact?],-5,-2[fluorescence artefact?]
Hck Nef HTS,9,1,16,6,0,0,0,4
Calpain2 inh,8,-16,6,27,0,-308,-16,-6
Tb hexokinase,-1,-15,3,-7,-14,-21,-6,23
PGE2 EP2 inh,8,6,9,3,10,11,4,9

2 compounds picked at random from the list so far, as already listed:
53. Cc1cc(C(=O)CSc2n[nH]c(N)n2)c(C)n1-c1cccc(F)c1
49. Fc1ccc(-c2cnc[nH]2)cc1
Compound,53,49
EP2 mod,7,3
L929 necroptosis,0.7,0.4
14-3-3 Bad inh,-4,-11
Rad51 HR inh,3,12
eIF4E 4G PPI,-8,-1
Hck Nef HTS,0,9
Calpain2 inh,0,8
Tb hexokinase,-14,-1
PGE2 EP2 inh,10,8

(listing goes on)
57. COC(=O)/C(C#N)=C\c1c(OC)[nH]c2ccccc12
58. COc1ccc(CNS(=O)(=O)NCc2ccc(C)cc2)cc1OC
59. O=C(NCc1ccncc1)C(=O)NCc1ccncc1
60. COC(=O)/C=c1/sc2n(c1=O)CCN=2
61. O=C(Cn1c(NCCO)nc2ccccc21)NCC(F)(F)F
Compound,57,58,59,60,61
EP2 mod,-31,-38,-12,12,-16
L929 necroptosis,1.2,2.8,-0.3,2.1,-0.1
14-3-3 Bad inh,3,-7,-1,37,11
Rad51 HR inh,13,-5,.,-8,9
eIF4E 4G PPI,-2,1,3,-6,4
Hck Nef HTS,22,22,15,1,14
Calpain2 inh,-8,-23,-3,-9,17
Tb hexokinase,-8,-6,-1,2,-8
PGE2 EP2 inh,15,13,3,20,6

Rewritten bar-delimited: entries from further up
No. | SMILES | EP2 mod | L929 necroptosis | 14-3-3 Bad inh | Rad51 HR inh | eIF4E 4G PPI | Hck Nef HTS | Calpain2 inh | Tb hexokinase | PGE2 EP2 inh
61 | O=C(Cn1c(NCCO)nc2ccccc21)NCC(F)(F)F | -16 | -0.1 | 11 | 9 | 4 | 14 | 17 | -8 | 6
57 | COC(=O)/C(C#N)=C\c1c(OC)[nH]c2ccccc12 | -31 | 1.2 | 3 | 13 | -2 | 22 | -8 | -8 | 15
59 | O=C(NCc1ccncc1)C(=O)NCc1ccncc1 | -12 | -0.3 | -1 | . | 3 | 15 | -3 | -1 | 3
60 | COC(=O)/C=c1/sc2n(c1=O)CCN=2 | 12 | 2.1 | 37 | -8 | -6 | 1 | -9 | 2 | 20

From PubChem
